HIV RNase H inh: inhibitors of HIV-1 reverse transcriptase RNase H | P04585 | inhibition, % at 10 µM | RT-RNase H RNA/DNA duplex cleavage, fluorescence | 65,000 tested, 1.9% active; in the data active = inhibition above about 50%
RmlCD inh mix: RmlC/RmlD inhibition, mixture screen; RmlC/RmlD coupled enzyme inhibition, 384-well mixture HTS; inhibition, % at 5.5 µM; 110,000 tested, 0.39% active; AID 1532; in the data active = inhibition above about 30%, passing the limit was not always enough; also: strong numbers were not always called active
* hit, by the source's call; . = no result given. An excerpt. The share of hits here may be higher or lower than overall.

SMILES | HIV RNase H inh | RmlCD inh mix
O=C(NC1CCCC1)C1CC(=O)N(CCc2ccccc2)C1 (stereo unspecified) | -23 | -4
COC(=O)c1cc(Cl)c(NC(=O)/C=C/c2ccc(OC)c(OC)c2)cc1OC | . | -36
COC(=O)CCC(=O)OC1(C)C(=O)C2=CN(CC(C)C)C(c3ccc(OC)cc3)=CC2=C(Br)C1=O (stereo unspecified) | . | 2
CC(C)C[C@@H](N)c1nnc(SCC(=O)c2ccc(Cl)cc2)o1 | . | -10
COC(=O)c1ccccc1S(=O)(=O)N(CCCN1CCOCC1)Cc1cccs1 | -9 | -9
Cc1cc(C)cc(OCCCC(=O)O)c1 | -2 | -12
CC(C)(C)c1ccc(S(=O)(=O)NC(Cc2ccccc2)C(=O)O)cc1 (stereo unspecified) | . | -19
CCn1cc(Br)c(C(=O)Nc2ccc(F)c(Cl)c2)n1 | -35 | -15
CC(C)SC1=NC(C)(C)C=C(/C=C/c2c(Cl)cccc2Cl)N1 | . | -17
COc1ccc2nc(SCC(N)=O)[nH]c2c1 | -4 | 1
CCOC(=O)/C(=N\Nc1ccccc1)c1csc(Nc2ccc(C)cc2)n1 | . | 11
Cc1ccc(C(=O)NCCNC(=O)CN2CCCC2)cc1 | 6 | -6
CCOC(=O)N1CCN(C(=O)CSc2ncccn2)CC1 | 9 | -8
O=c1[nH]c(=O)n(C2CCCCCC2)c(O)c1C=NCCCN1CCOCC1 | -2 | -11
CC(=O)c1cnn(-c2cc(Oc3cccc(C)c3)ncn2)c1C | . | -7
CC(C)c1[nH]nc2c1C(c1ccc(OC(=O)c3ccco3)cc1)C(C#N)=C(N)O2 (stereo unspecified) | 3 | -62
O=C(c1ccc2c(=O)n(C3CCCC3)c(=S)[nH]c2c1)N1CCc2ccccc21 | . | 4
O=C(Nc1ccc2c(c1)oc1ccccc12)c1cccnc1 | -1 | -15
Cn1c(=O)c2c(nc(Br)n2CCSc2nnnn2-c2ccccc2)n(C)c1=O | -12 | 3
COCc1[nH]nc2c1C(c1ccc(OC)c(OC)c1)C(C#N)=C(N)O2 (stereo unspecified) | 11 | -16
C/C(=N\NC(=O)Cc1cccn1C)c1cccc2ccccc12 | . | -14
CC(Oc1ccccc1)C(=O)Nc1ccccc1F (stereo unspecified) | . | 7
O=C(NCc1ccccc1)[C@@H]1C[C@H]1[C@@H](NP(=O)(c1ccccc1)c1ccccc1)c1ccccc1 | . | 2
COc1ccc(S(=O)(=O)N2CN(Cc3ccco3)c3nc4ccccc4nc32)cc1 | 2 | 2
Cc1ccnc(NC(=O)c2ccc(NC(=O)c3ccco3)cc2)c1 | -4 | -8
SMILES | HIV RNase H inh | RmlCD inh mix
CC(C)(C)C(=O)Nc1nnc(SCC(=O)NCc2cccs2)s1 | . | -9
Cn1c(=O)c2c(nc(OCc3ccccc3)n2C)n(C)c1=O | -12 | 9
CC(=O)NC(C(=O)NCC(N)=O)C(C)C (stereo unspecified) | -4 | 5
O=C(CN1C(=O)CSc2ccccc21)Nc1ccccc1C(=O)N1CCOCC1 | 2 | -7
CCOc1ccc(CCNC(=O)C2CCCN(C(=O)N(C)C)C2)cc1OCC (stereo unspecified) | 6 | 4
COc1ccccc1N1CCN(C(=O)CN(Cc2ccccc2)S(C)(=O)=O)CC1 | -7 | 6
COCCN(C(=O)CNC(=O)c1ccco1)C(C(=O)NC1CCCC1)c1cccs1 (stereo unspecified) | . | -4
CCOC(=O)N1CCN(c2c(-c3ccc(C)cc3)c(=O)c2=O)CC1 | 2 | -3
O=C(CN(c1ccc(F)cc1)S(=O)(=O)c1ccccc1)NCc1ccco1 | -4 | -1
COc1ccc(-c2nnc(-c3cc4c(ccc5ccccc54)oc3=O)o2)cc1 | . | -275
c1ccc2c(CSCCc3ccncc3)cccc2c1 | . | 2
CC1=Nn2c(nnc2C2CCCCC2)SC1 | 4 | 9
CCCCS(=O)(=O)C(=C1Nc2ccccc2N1)S(=O)(=O)CCCC | -3 | 5
CCOc1ccc(-n2c(SCC(N)=O)nc3c(c2=O)SCC3)cc1 | 10 | 3
O=C(Nc1nnc(-c2ccccc2)s1)c1ccc(Cl)c(S(=O)(=O)N2CCOCC2)c1 | 6 | -10
O=C1c2ccccc2C(=O)N1CCCCSc1nnnn1-c1ccccc1 | -76 | 7
COC(=O)c1[nH]c2ccccc2c1NC(=O)CN1CCN(c2cccc(Cl)c2)CC1 | 6 | 11
Cc1ccccc1OCC(=O)N(Cc1ccc(N(C)C)cc1)C1CCS(=O)(=O)C1 (stereo unspecified) | 13 | -4
O=C(c1ccc2c(c1)OCO2)N(c1ccc(F)cc1)C1C=CS(=O)(=O)C1 (stereo unspecified) | -7 | -15
CCCCC(CC)CNC(=O)C1C2C=CC(C2)C1C(=O)O (stereo unspecified) | . | -12
C/C(N)=C(/C#N)C(=O)CSc1nnc(-c2ccc3c(c2)OCO3)o1 | . | -2
O=S1(=O)CC(NCc2ccccc2)C(Nc2ccc(Cl)cc2)C1 (stereo unspecified) | 1 | 3
CCOc1ccc(NC(=O)CCNS(=O)(=O)c2ccc3c(c2)c(=O)n(C)c(=O)n3C)cc1 | 0 | -2
C#CCNC(=O)/C=C/c1ccc(OC)cc1 | . | -15
Cn1c(=O)c2c(ncn2CCN(CCO)Cc2ccccc2)n(C)c1=O | 6 | -2
SMILES | HIV RNase H inh | RmlCD inh mix
CCCCN1C2=C(C(=O)CC(C)(C)C2)C(c2ccccc2)C2=C1c1ccccc1C2=O (stereo unspecified) | . | 11
CCN1C(=O)/C(=C2\SC(=S)N(CCCOC)C2=O)c2ccccc21 | 16 | 2
COc1cc(C(=O)Nc2nc3ccccc3s2)ccc1OCc1c(C)noc1C | . | 2
Cc1ccc(NCc2nnc(SCCN3CCCCC3)n2CC2CCCO2)c(C)c1 (stereo unspecified) | -6 | 12
NS(=O)(=O)c1ccc2c(c1)C1C=CCC1C(C1CC=CCC1)N2 (stereo unspecified) | . | -13
Cc1cccc(NC(=O)CN(C)S(=O)(=O)c2ccccc2)n1 | -6 | -3
c1ccc(-c2noc(CSc3nnnn3C3CCCCC3)n2)cc1 | 0 | -16
CCCCN(C(=O)Cn1nnc2ccccc21)C(C(=O)NCCOC)c1ccccc1 (stereo unspecified) | . | 3
Cc1cc(Cl)ccc1N=c1ssnc1Cl | . | 3
COc1ccc(OC)c(S(=O)(=O)Nc2ccccc2C)c1 | -16 | -9
CCN(CC)C(=O)CN1C(=O)C2(OCC(C)(c3ccccc3)CO2)c2ccccc21 (stereo unspecified) | -6 | 1
CCNC(=S)NC1CC2CCC(C1)N2Cc1ccccc1 (stereo unspecified) | . | -3
O=C(O)C(NC(=O)c1ccccc1)=C(Cl)Cl | . | -8
COc1ccc(S(=O)(=O)N2CCCCC2C(=O)O)cc1OC (stereo unspecified) | -7 | -8
CCc1nc(N2CCN(C(=O)c3ccco3)CC2)c2oc3ccccc3c2n1 | -27 | -3
O=C(NO)c1cc(OCC(F)(F)F)ccc1OCC(F)(F)F | . | 2
Cc1ccc2c(c1)C1CN(C)CCC1N2C(=O)c1ccc(Br)o1 (stereo unspecified) | 1 | 7
CC1CC(C)CN(S(=O)(=O)c2ccc(C(=O)N3CCN(c4ccccc4)CC3)cc2)C1 (stereo unspecified) | -6 | 8
N#C/C(=C\c1cccs1)Sc1nc2ccccc2s1 | -36 | 9
CCCn1cnc2c(sc3nc4c(cc32)CSC(C)(C)C4)c1=O | . | 4
O=C(O)CC(c1ccccc1)n1cnnn1 (stereo unspecified) | -13 | -4
CCc1ccccc1NC(=O)CSc1nnc([C@H](CCSC)NC(=O)OC(C)(C)C)o1 | . | 5
Cc1cc(N(C(=O)c2ccco2)C(C(=O)NC2CCCCC2)c2ccccc2)ccc1-n1cnnn1 (stereo unspecified) | 5 | -2
O=C(COc1ccccc1Cl)N1CCN(c2ccc([N+](=O)[O-])c(N3CCCCC3)c2)CC1 | . | -4
O=C(CCSc1nc(-c2ccco2)cc(C(F)(F)F)n1)NCCc1ccccc1 | 7 | 67

Entries shown so far that have an aryl thioether with sulfur outside any ring:
SMILES | HIV RNase H inh | RmlCD inh mix
CC(C)C[C@@H](N)c1nnc(SCC(=O)c2ccc(Cl)cc2)o1 | . | -10
COc1ccc2nc(SCC(N)=O)[nH]c2c1 | -4 | 1
CCOC(=O)N1CCN(C(=O)CSc2ncccn2)CC1 | 9 | -8
Cn1c(=O)c2c(nc(Br)n2CCSc2nnnn2-c2ccccc2)n(C)c1=O | -12 | 3
CC(C)(C)C(=O)Nc1nnc(SCC(=O)NCc2cccs2)s1 | . | -9
CCOc1ccc(-n2c(SCC(N)=O)nc3c(c2=O)SCC3)cc1 | 10 | 3
O=C1c2ccccc2C(=O)N1CCCCSc1nnnn1-c1ccccc1 | -76 | 7
C/C(N)=C(/C#N)C(=O)CSc1nnc(-c2ccc3c(c2)OCO3)o1 | . | -2
Cc1ccc(NCc2nnc(SCCN3CCCCC3)n2CC2CCCO2)c(C)c1 (stereo unspecified) | -6 | 12
c1ccc(-c2noc(CSc3nnnn3C3CCCCC3)n2)cc1 | 0 | -16
N#C/C(=C\c1cccs1)Sc1nc2ccccc2s1 | -36 | 9
CCc1ccccc1NC(=O)CSc1nnc([C@H](CCSC)NC(=O)OC(C)(C)C)o1 | . | 5
O=C(CCSc1nc(-c2ccco2)cc(C(F)(F)F)n1)NCCc1ccccc1 | 7 | 67

Returning to the listing; the 2 compounds before the break are reprinted first.
SMILES | HIV RNase H inh | RmlCD inh mix
O=C(COc1ccccc1Cl)N1CCN(c2ccc([N+](=O)[O-])c(N3CCCCC3)c2)CC1 | . | -4
O=C(CCSc1nc(-c2ccco2)cc(C(F)(F)F)n1)NCCc1ccccc1 | 7 | 67
CC(=O)N1CCc2cc(S(=O)(=O)NC(C(=O)Nc3nc(C)cs3)C(C)C)ccc21 (stereo unspecified) | -1 | -1
CCN(CC)c1ccc2cc(-c3nc4ccccc4n3C)c(=O)oc2c1 | 6 | -64
O=C(O)CCCc1nc2ccccc2s1 | -4 | -11
Cc1ccc(Cn2c(=O)c3ccccc3n3c(CCC(=O)O)nnc23)cc1 | -4 | -10
COc1ccc(CNC(=O)CN(C(=O)c2ccc(CN3CCOCC3)o2)C2CCCC2)cc1 | -7 | -11
O=C(Nc1cccc2ccccc12)c1ccc(Br)o1 | -6 | .
N#Cc1nc(-c2cccs2)oc1N1CCN(Cc2ccccc2)CC1 | 0 | -48
CC(CC(=O)O)CC(=O)Nc1ccccc1C(=O)O (stereo unspecified) | -1 | 3
COCCCn1c(SCC(=O)n2c(C)c(C)c3ccccc32)nnc1-c1ccoc1C | -13 | 5
c1ccc(Nc2cc(Nc3ccccc3)[nH]n2)cc1 | 43 | 9
CC1Cc2cc(-c3csc(NC(=O)Cc4cccs4)n3)ccc2N1S(C)(=O)=O (stereo unspecified) | -2 | .
CCC(CC)C(=O)c1c[nH]c(C(=O)NCc2ccco2)c1 | . | -17
C=CCOc1nc2c(c(=O)n(C)c(=O)n2C)n1Cc1ccc(Cl)cc1 | -5 | .
CCN(CC)c1ccc(/C=N/NC(=S)NCc2ccccc2)cc1 | . | -33
CC(=O)O/N=C/c1c(N2CCOCC2)n(C)c2ccccc12 | . | -45
O=C1c2ccccc2-c2nc3ncnn3c(-c3ccccc3)c21 | -4 | .
CCOC(=O)Cn1nc(-c2ccc(F)cc2)oc1=O | . | 6
Cc1nc(C)c(C(=O)Nc2cccc(Cl)c2)o1 | 7 | 5
O=C(O)Cn1c(=O)cnc2ccccc21 | . | -3
COC(=O)c1ccc(N/C(C)=C/C(=O)c2ccc(C)o2)cc1 | -22 | -14
O=C(/C=C/c1ccccc1Cl)NCc1ccccc1 | . | 4
CCOC(=O)c1c(NC(=O)c2cc(C)oc2C)sc(C(=O)Nc2ccc(Cl)cc2)c1C | . | -14
COc1ccccc1-c1nnc(Sc2nc([N+](=O)[O-])nn2C)o1 | . | 11
COc1ccc(C2N(C(=O)CN3CCOCC3)CCN2S(=O)(=O)c2ccccc2)cc1 (stereo unspecified) | -9 | -83
Cc1cc(N2CCN(c3cccc(C(F)(F)F)c3)CC2)n2ncnc2n1 | 6 | 8
SMILES | HIV RNase H inh | RmlCD inh mix
CC1CCN(c2ccc(C(=O)O)cc2)CC1 | -17 | -9
CC1(c2ccccc2)NC(=O)N(CC(=O)NC(=O)NCc2ccco2)C1=O (stereo unspecified) | . | 8
CCN(C(=O)c1cn(C)c(=O)c2cc(OC)c(OC)cc12)c1cc(C)ccc1C | -20 | 11
CCc1cc(C(=O)NNC(=S)NC(C)c2ccccc2)cs1 (stereo unspecified) | . | 0
O=C1CC(O)(C(F)F)Oc2ccc3ccccc3c21 (stereo unspecified) | -20 | 10
COc1ccc(-c2csc(NC(C)c3nc4cc(Cl)c(Cl)cc4n3CCCO)n2)cc1 (stereo unspecified) | . | -11
O=C(CSc1nncn1-c1ccccc1)Nc1ccc(N2CCOCC2)cc1 | . | -11
Cc1ccc(COCCN2CCN(S(=O)(=O)c3ccc(C)cc3)CCC2=O)cc1 | . | -3
O=C(NC1CCCCC1)C(c1ccc2ncccc2c1)N(Cc1cccs1)C(=O)c1cccs1 (stereo unspecified) | . | -7
CCOC(=O)Cc1csc(NC(=O)c2cc(OC)cc(OC)c2)n1 | . | -16
COC(=O)Nc1sc2c(c1C(=O)NCc1ccco1)CCC2 | -15 | 10
CC(=O)OCc1c(COC(C)=O)[n+](=O)c2ccccc2n1[O-] | -1 | 3
CC(=O)Nc1ccc(C(=O)OCC(=O)c2ccc(C)c([N+](=O)[O-])c2)cc1 | . | 18
CCOc1cc(C(=S)N2CCOCC2)ccc1O | 91* | 7
CN(CCC#N)C(=O)Cn1nc(Cc2ccncc2)c2ccccc2c1=O | -1 | -5
COc1ccc2c(c1O)-c1ccccc1CCN(C)C2 | . | 8
O=C(NCc1ccccc1)C1=C[C@H](c2coc3ccccc3c2=O)C[C@H](OCc2ccc(CO)cc2)O1 | . | 4

A portion from further up:
SMILES | HIV RNase H inh | RmlCD inh mix
CN(CCC#N)C(=O)Cn1nc(Cc2ccncc2)c2ccccc2c1=O | -1 | -5
COc1ccc2c(c1O)-c1ccccc1CCN(C)C2 | . | 8
O=C(NCc1ccccc1)C1=C[C@H](c2coc3ccccc3c2=O)C[C@H](OCc2ccc(CO)cc2)O1 | . | 4

Assay outcomes (PubChem BioAssay)
